# From PubChem BioAssay
# Abeta rescue: compounds reversing amyloid beta toxicity in yeast; yeast expressing A-beta42, growth rescue, OD600, 48 h; response scale: 0% DMSO, 100% iron-clioquinol control; Potency, µM (highest dose often 46.1 µM), for inactives: at the highest dose growth rescue, actives largely listed as activators; 410,000 tested, 0.063% active; AID 1347071; also: potency is read from the fitted curve at half-maximal effect; nearly all actives have a fitted effect of over 55% in size
#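 Yeast growth medium received pinned compounds, then yeast cells expressing toxic A-beta were added; plates incubated at 30 C for 48 hr. Growth read as absorbance at 600 nm, normalized to DMSO and equimolar FeCl3 plus clioquinol controls.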
# DRD3 agonist: agonists of human D3 dopamine receptor; D3R DiscoveRx beta-arrestin cells, luminescence, 90 min; max activation, %; 410,000 tested, 0.58% active; P35462; in the data active = max activation above about 30%; also: 0% is about no effect; mostly tested at two doses, the higher about 12 µM
# Target sequence (P35462 whole entry, looked up): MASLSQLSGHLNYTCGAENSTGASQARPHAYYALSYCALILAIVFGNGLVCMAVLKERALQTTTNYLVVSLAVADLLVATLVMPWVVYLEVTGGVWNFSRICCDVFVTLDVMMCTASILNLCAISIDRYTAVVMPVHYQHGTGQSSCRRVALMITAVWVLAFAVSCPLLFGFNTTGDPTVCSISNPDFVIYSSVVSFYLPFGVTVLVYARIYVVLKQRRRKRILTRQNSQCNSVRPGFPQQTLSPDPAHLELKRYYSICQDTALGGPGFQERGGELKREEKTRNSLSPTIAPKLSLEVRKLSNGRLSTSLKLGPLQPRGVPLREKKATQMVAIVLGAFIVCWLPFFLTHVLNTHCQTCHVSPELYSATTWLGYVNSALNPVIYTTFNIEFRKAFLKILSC
#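 Agonist mode: compounds and dopamine controls were applied to plated cells for 90 min at 37 degrees C after an overnight attachment at 1500 cells/well. Luminescent read-out followed 30 - 60 minutes at room temperature with DiscoveRx detection reagent.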
# FUS yeast rescue: suppressors of FUS proteinopathy in yeast. S. cerevisiae FUS-expressing, growth rescue, OD600, 24 h. 390,000 tested, 0.24% active. Potency, µM (series often up to 76.6 µM), without a hit: top-dose growth rescue (activation), actives largely listed as activators;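 also: potency is read from the fitted curve at half-maximal effect; plate controls were DMSO vehicle for no effect and reference control for full effect; nearly all actives have a fitted effect of over 55% in size; some results filed as inactive show a strong effect at the top dose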
#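 Yeast expressing FUS under galactose induction, OD 0.005 in 2% galactose medium; compounds in a dilution series, 24 h at 30C. Growth rescue by absorbance at 600 nm; CP55940 positive control, DMSO negative.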
# EPAC2 antagonist: blocks human EPAC2 exchange factor | Q8WZA2 | EPAC2 GEF exchange of Rap1B-BODIPY-GDP, fluorescence | Potency, µM (series often up to 114 µM), inactives show at the top dose activity, negative = inhibition, most hits filed as inhibitors | 360,000 tested, 0.18% active | AID 720708; also: potency is read from the fitted curve at half-maximal effect; % is scaled to controls: 0 for no effect and ±100 for the full control effect; nearly all actives have a fitted effect of over 45% in size; many of its hits are not listed in these tables
# aSyn yeast inh: rescues yeast growth from alpha-synuclein toxicity. Yeast expressing alpha-synuclein, growth rescue, BacTiter-Glo, 24 h. Potency, µM (series often up to 46.1 µM), for inactives: at the top dose growth rescue (activation), most hits filed as activators. 370,000 tested, 0.14% active; also: potency is read from the fitted curve at half-maximal effect; % of control where 0% means no effect; nearly all actives have a fitted effect of over 65% in size
#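 Screening used galactose-induced yeast with toxic alpha-synuclein levels, exposed to compound for 24 hr at 30 deg C. Cell growth, read with BacTiter-Glo luminescence, gave the measured signal.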
# DRD3 antagonist: D3 dopamine receptor (human) antagonism | max response, negative = inhibition, % | 360,000 tested, 2.5% active | AID 652054 | D3R cells, DiscoveRx beta-arrestin luminescence, antagonist mode; stronger effect = lower value | P35462; in the data active = max response below about -50%; inconclusive = no clear call, values can overlap the other calls; also: % is scaled to controls: 0 for no effect and ±100 for the full control effect; mostly tested at two doses, the higher about 12 µM
#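 Cells expressing the human receptor were seeded at 1500 cells/well, incubated overnight at 37 degrees C in 5% CO2, then exposed to library compounds with dopamine controls for 90 minutes at 37 degrees C before luminescent detection.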
# TDP-43 yeast inh: TDP-43 toxicity inhibition in yeast | AID 652104 | TDP-43 expressing yeast growth rescue, BacTiter-Glo, 24 h | 410,000 tested, 1.8% active | Potency, µM (highest dose often 46.1 µM), without a hit: at the top dose growth rescue (activation), hits mostly activators; also: potency is read from the fitted curve at half-maximal effect; % of control where 0% means no effect; nearly all actives have a fitted effect of over 50% in size
#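 Galactose-induced TDP-43 yeast, OD600=0.02, compound pinned; 24 hr, 30 deg C; BacTiter-Glo luminescence for growth. Inhibitors of TDP-43 toxicity read as activators.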
# EPAC2 agonist: activates human EPAC2 exchange factor; EPAC2 activation, biochemical qHTS; response scale: 100% = 6.5 mM cAMP response; Potency, µM (titrated, usually from 154 µM), for the others: at the top dose activation, actives largely listed as activators; 360,000 tested, 0.079% active; also: potency is read from the fitted curve at half-maximal effect; nearly all actives have a fitted effect of over 50% in size
#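 Fluorescence exchange assay: 100 nM EPAC2 with 250 nM RAP1B-BODIPY-GDP and 50 uM GDP; compounds tested as a concentration-titration series (qHTS). Loss of Rap1-bound BODIPY-GDP fluorescence read at 480/540 nm; data normalized to 6.5 mM cAMP.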
# Numbers without * were called inactive; u = inconclusive; x = not tested or not shown; & = joins results of further samples; [ ] = dose if it differs, or a comment. Unless noted, calls follow the shape of the dose curve; as a rule, active = well fitted curve in the direction sought with a large enough effect; inconclusive = small, poorly fitted or top-dose-only effect, or another doubt; inactive = no such curve, though single readings can be large; an effect the other way counts as inactive or inconclusive. Some of the compounds tested; count on the stated rates, not on these rows.
SMILES,Abeta rescue,DRD3 agonist,FUS yeast rescue,EPAC2 antagonist,aSyn yeast inh,DRD3 antagonist,TDP-43 yeast inh,EPAC2 agonist
COc1ccc(-n2c(-c3ccccc3)nc3ccccc3c2=O)cc1,-7%,4,8%,u,2%,4,9%,6%
CCn1cc(C(=O)N2CCC3(CC2)OCCO3)c(=O)c2cc(S(=O)(=O)N3CCCC3)ccc21,14%,0,14%,0%,-2%,12,-20%,12%
Cc1ccc(C)c(OCC(=O)N2CCCN(C)CC2)c1,5%,-1,-27%,2%,-1%,7,1%,-11%
CCOP(=O)(Nc1ccc2c(c1)C(=NNC(N)=S)c1ccccc1-2)OCC,-5%,-15,x,-1%,-3%,-20,8%,10%
CS(=O)(=O)c1ccc(C2=C(CNC(=O)c3ccncc3)[C@H]3CC[C@@H](C2)N3CCOc2ccccc2)cc1,17%,-6,8%,4%,1%,-23,24%,2%
COc1ccc(CN(CCc2c[nH]c3ccccc23)Cc2ccc(OC)cc2)cc1,5%,-8,x,-3%,8%,-50*,-19%,11%
Cc1ccccc1C(=O)N1Cc2ccccc2-n2nncc2C1,-1%,2,-17%,8%,-10%,-13,23%,-4%
CN1CCN(C(=O)O[C@H]2c3nccnc3C(=O)N2c2ccc(Cl)cn2)CC1,1%,11&4,17%,8%,8%,6,1%,-3%
c1ccc(OCC2CO2)cc1 (stereo not given),-17%,1,-29%,-3%,9%,12,21%,7%
Cc1cc(C)c(NC2=NCCCS2)c(C)c1,2%,1,20%,-1%,-2%,-10,-5%,6%
O=C(Nc1ccc(F)c(Cl)c1)N(Cc1ccc2c(c1)OCO2)C1CCN(Cc2ccccc2)CC1,4%,-28,7%,x,x,x,9%,x
Oc1ccc(/C=N/NP(=S)(c2ccccc2)c2ccccc2)cc1O,14%,14,u,-16%,3%,2,-16%,18%
COc1ccccc1OCC#CCN1CCOCC1,-8%,-6,-6%,7%,-1%,11,-22%,-5%
CC1CN=C(NCc2ccc(F)cc2)S1 (stereo not given),4%,0,7%,7%,2%,0,8%,8%
O=C1NCN(c2ccccc2)C12CCN(C(c1cccc3ccccc13)c1nnnn1-c1ccc3c(c1)OCCO3)CC2 (stereo not given),2%,2,-19%,14%,6%,-1,21%,9%
CC(C)c1nn2c(=O)cc(COC(=O)Cc3ccccc3)nc2s1,-18%,2,12%,x,x,x,7%,x
Cc1ccc(-n2c(O)c(C=NCCN3CCNCC3)c(=O)[nH]c2=S)cc1,-12%,-5,-27%,0%,1%,7,6%,-1%
CCN(CC)C(=O)Oc1ccc2cc(Br)ccc2c1,-6%,1,4%,-3%,-4%,0,u,5%
COCCNC(=O)CN1C(=O)CN=C(c2ccccc2)c2ccccc21,-3%,4,2%,5%,5%,8,0%,-7%
COC(=O)C(O)(c1ccc(N(C)S(=O)(=O)c2ccccc2)cc1)C(F)(F)F (stereo not given),-3%,-3,20%,-15%,13%,-21,-3%,-8%
COC1=CC(=O)O[C@@H](/C=C/c2ccccc2)C1,-17%,-3,-32%,3%,1%,-11,u,0%
COC(=O)C1=C(c2ccc(OC(F)(F)F)cc2)C[C@@H]2CC[C@H]1N2C(=O)NCCOc1ccccc1,2%,-3,u,u,3%,u,u,-13%
CC(=O)O/C(=C1\CC2C3CC=C4CC(OC(C)=O)CCC4(C)C3CCC2(C)C1=O)C(F)(F)F (stereo not given),-42%[inhibitor],-8,x,-16%,13µM*,-70*,u,-1%
CC(=O)C1CCC2C3CCC4CC(O)CCC4(C)C3C(O)CC12C (stereo not given),4%,5,24%,7%,9%,-17,22%,2%
COc1ccc(-n2c(/C=C\c3ccccc3F)nc3ccccc3c2=O)cc1OC,5%,6,-6%,x,x,x,u,x
Cc1cccc(-c2nc3ccccc3c(=O)n2-n2cccc2)c1,-16%,-1,1%,-1%,0%,-5,6%,5%
CCOP(=O)(C#CC(C)(C)C)C(C)(O)c1ccccc1 (stereo not given),2%,8,-7%,11%,2%,-11,3%,17%
CCCCc1ccc(NC(=O)c2cccn(Cc3ccc(Cl)cc3)c2=O)cc1,-13%,5,-2%,x,-8%,x,13%,x
CC(NCc1ccc(Cl)cc1)C(O)c1ccccc1 (stereo not given),-5%,-21,-2%,0%,2%,-105*,-11%,1%
CN(C)c1ccc(C2C3C=CC(C3)C2(C#N)C(=O)O)c(Br)c1 (stereo not given),-5%,-8,22%,0%,-1%,-9,-7%,21%
CC[C@@H](CO)C1CC2NC3CC4(c5ccccc5N(C)[C@@H]24)C(O)C31 (stereo not given in full),6%,-8,-11%,-13%,0%,25,8%,6%
CCN(CC)c1ccc(N=Cc2c(O)n(-c3ccccc3C)c(=O)[nH]c2=O)cc1,-21%,-16,18%,9%,-6%,-13,-25%,89µM*
COc1ccc(CC(=O)N2CCN(C)CC2)cc1OC,6%,-3,7%,3%,-1%,-71*,0%,-10%
Fc1ccc(N2CCN(Cc3ccc4c(c3)OCO4)CC2)cc1,2%,-32,-2%,-3%,1%,-111*,-21%,12%
CC(C)CN(CC(C)C)C(=O)C1C2c3ccccc3C(c3ccccc32)C1C(=O)O (stereo not given),-38%[inhibitor],-1,-26%,-9%,-9%,17,11µM*,1%
CCN(CC)C(=O)N[C@H]1C[C@@H]2c3cccc4[nH]cc(c34)C[C@H]2N(C)C1,-20%,79*,-16%,-14%,-4%,-4,-8%,9%
CN1CCN(c2ccc([N+](=O)[O-])c3no[n+]([O-])c23)CC1,-30%,-41,12%,-10%,-8%,u,4%,-66%[inhibitor]
CCCCCN1C(=O)c2ccccc2[C@@]2(C(=O)OCC)Cc3cc(Cl)ccc3[C@@H]12,-32%[inhibitor],-8,15%,u,-13%,u,u,-2%
COc1ccc(C(=O)OC2CC[C@@]3(C)C4CCC5[C@]6(O)CC(O)[C@@]7(O)C(CN8CC(C)CCC8[C@@]7(C)O)[C@]6(O)C[C@@]53O[C@]24O)cc1OC (stereo not given in full),-6%,5,30%,2%,-1%,8,-6%,1%
Cc1ccc(CSCCNS(=O)(=O)c2ccc([N+](=O)[O-])cc2)cc1,25%,4,12%,-27%,25%,1,u,5%
CN1CCN(C(=O)COc2ccc3ccccc3c2)CC1,-5%,-11,-25%,2%,0%,-18,-12%,8%
CCOC(=O)[C@]12Cc3cc(Cl)ccc3[C@H]1N(Cc1ccccc1)C(=O)c1cc(OC)ccc12,-80%[inhibitor],-4,42%,u,-75%[inhibitor],u,-74%[inhibitor],8%
CN1CCN(c2nc3c(c(=O)[nH]2)CCC3)CC1,3%,-5,-30%,6%,-1%,4,7%,6%
C=CCn1c(O)c(C(C)=NCCCN(C)C)c(=O)[nH]c1=O,-4%,-19,-4%,-1%,-7%,-1,-5%,10%
NC12CN3CN(CN(C3)C1)C2 (tested in a mixture with another compound),6%,3,-20%,9%,-10%,-9,-7%,6%
CCCC12CN3CCN(C1)CC(CCC)(C3)C2=O,0%,4,-10%,3%,3%,4,-5%,-3%
N#C/C(=C(/O)c1ccc(S(=O)(=O)N(CCCl)CCCl)cc1)c1nc2ccccc2[nH]1,-10%,0,5%,5%,-5%,-3,1%,3%
CC(C)(C)C(=O)O[C@H]1CC[C@@]2(C)C(=CC(=O)C3C2CC[C@]2(C)C(=O)[C@H](O)CC32)C1 (stereo not given in full),-36%[inhibitor],6,32%,-12%,18%,7,24%,-18%
CC1CC(C)CN(C(=O)COC(=O)c2cn(C)c3ccccc23)C1 (stereo not given),-32%,-17,17%,7%,1%[1.84 µM],-29,12%,0%
COC(=O)C(O)(c1ccc(N(C)C)cc1)C(F)(F)F (stereo not given),-13%,1,-5%,-10%,-2%,3,-11%,1%
CCCn1ncc(C(=O)O)c1C,-1%,0,-30%,8%,8%,-12,1%,3%
NC(Cc1ccc(F)cc1)c1csc(Nc2cnccn2)n1 (stereo not given),15%,3,16%,-1%,1%,11,15%,7%
COC(=O)CC1NC2CCCCC2NC1=O (stereo not given),-7%,-6,-12%,3%,-9%,3,-15%,-15%
CC(=O)Nc1ccc([As](=O)(O)c2ccc([N+](=O)[O-])cc2)cc1,-3%,4,33%,-2%,1%,6,-3%,-1%
COC(=O)C1=C(c2ccc(S(C)(=O)=O)cc2)C[C@@H]2CC[C@H]1N2C(=O)N1CCCCC1,-5%,16,14%,-9%,1%,0,6%,5%
CCOC(=O)c1c(C)c(C(=O)N2CCC3(CC2)OCCO3)c(C)n1CC,5%,-6,24%,1%,2%,20,1%,13%
CCOC(=O)c1c(NC(=O)c2c(N)n(CCCOC)c3nc4ccccc4nc23)sc2c1CCCC2,-25%,1,0%,-7%,15%,7,-6%,8%
Cn1c(O)c(/C=C2\C=Nc3ccc(Br)cc32)c(=O)n(C)c1=O,1%,4,-7%,3%,1%,4,-9%,-3%
O=C(Nc1ccc(Cl)cc1C(=O)c1ccccc1)c1ccccc1,-2%,-7,-1%,1%,1%,-16,8%,23%
CCC(COC(=O)c1cc(OC)c(OC)c(OC)c1)(c1ccccc1)N(C)C (stereo not given),-17%&-8%&-11%,-17&2&-9&2,-12%&-11%&-37%,-29%&-3%&-3%,9%&1%&3%,3&16&-4,13%&6%&0%,15%&8%&12%
Cc1nc2cc(C(=O)N3CCC4(CC3)OCCO4)ccc2n1-c1cccc(F)c1,6%,-13,-2%,2%,2%,-10,7%,20%
Cc1ccc(-c2nc3ccccc3c(=O)n2-c2ccncc2)cc1,1%,-4,-6%,8%,19%,-8,9%,0%

# 4 consecutive compounds already listed, quoted:
SMILES,Abeta rescue,DRD3 agonist,FUS yeast rescue,EPAC2 antagonist,aSyn yeast inh,DRD3 antagonist,TDP-43 yeast inh,EPAC2 agonist
CC1CC(C)CN(C(=O)COC(=O)c2cn(C)c3ccccc23)C1 (stereo not given),-32%,-17,17%,7%,1%[1.84 µM],-29,12%,0%
COC(=O)C(O)(c1ccc(N(C)C)cc1)C(F)(F)F (stereo not given),-13%,1,-5%,-10%,-2%,3,-11%,1%
CCCn1ncc(C(=O)O)c1C,-1%,0,-30%,8%,8%,-12,1%,3%
NC(Cc1ccc(F)cc1)c1csc(Nc2cnccn2)n1 (stereo not given),15%,3,16%,-1%,1%,11,15%,7%
